PTHR1 ag = PTHR1 (human) receptor agonism | Q03431 | HEK293 GP2 PTHR1 cells, GloSensor cAMP luminescence, 1 h | Potency, µM (highest dose often 115 µM), for the others: at the top dose activation, usual class: activators | actives 0.075% (n = 410,000) | AID 743266; active = well fitted activation curve with a large enough effect; inconclusive = small, poorly fitted or top-dose-only effect, or another doubt; inactive = no such curve, though single readings can be large or run the other way; note: potency is the fitted concentration of half-maximal effect; nearly all actives have a fitted effect of over 55% in size; some results filed as inactive show a strong effect at the top dose; inactives centre near -15; many of its hits are not listed in these tables
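HEK-293-derived GP2 cells expressing PTHR1 and a GloSensor cAMP reporter, 3,000/well, plated overnight, given luciferin plus IBMX (each 0.5 mM as added) for 1 h at 37 °C, then compound for 1 h at 37 °C. Luminescence was read after 15 min at room temperature.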
D3 ag = activates the human D3 dopamine receptor; D3R DiscoveRx beta-arrestin cells, luminescence, 90 min; max activation, %; actives 0.58% (n = 410,000); in the data active = max activation above about 30%; note: 0% is about no effect; mostly tested at two doses, the higher about 12 µM
Target sequence (P35462 whole entry, looked up): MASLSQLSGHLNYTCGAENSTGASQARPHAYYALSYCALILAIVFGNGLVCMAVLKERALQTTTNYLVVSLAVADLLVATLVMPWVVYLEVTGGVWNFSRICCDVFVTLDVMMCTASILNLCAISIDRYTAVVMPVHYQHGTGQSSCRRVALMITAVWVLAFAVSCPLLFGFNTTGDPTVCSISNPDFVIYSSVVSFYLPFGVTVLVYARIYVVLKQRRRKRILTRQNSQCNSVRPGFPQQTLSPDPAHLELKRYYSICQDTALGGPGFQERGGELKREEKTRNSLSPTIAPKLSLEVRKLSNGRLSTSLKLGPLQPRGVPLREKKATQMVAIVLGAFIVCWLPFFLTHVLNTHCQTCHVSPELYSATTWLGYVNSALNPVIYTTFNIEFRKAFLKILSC
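Agonist-mode cell screen: cells plated at 1500/well and incubated overnight at 37 °C, then exposed to library compounds for 90 min at 37 °C. Detection reagent was added for 30–60 min at room temperature, and luminescence was read.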
Active calls of the source: *; i = inactive; ? = inconclusive; [ ] = remark or other dose.

SMILES | PTHR1 ag | D3 ag
CC(=O)Nc1ccc(C(=O)CSc2nnc3ccc4ccccc4n23)cc1 | 29% | 9
Cc1cccc(-c2nc(SCC(=O)Nc3ccc4c(c3)OCO4)c(-c3ccccc3)[nH]2)c1 | -42%[inhibitor] | 0
Cc1ccc(-c2nc(Cn3c(SCc4ccc(F)cc4)nc4cccnc43)c(C)o2)cc1 | -35%[inhibitor] | 1
CCc1ccc(C(=O)COC(=O)C(NC(=O)C2CCC(C)CC2)C(C)C)cc1 (stereo unspecified) | -19% | 4
Cc1ccc(NC(=O)c2cnc(N3CCCCC3)c3ccccc23)c(C)c1 | -5% | -19
Cc1cccc(CNC(=O)c2ccc(C)c(-n3c(C)nc4cccnc43)c2)c1 | i | 7
Cc1ccc(CNC(=O)CCC(=O)N2CC3CCCN3c3ccccc32)cc1 (stereo unspecified) | ? | -12
Cc1cccc(C)c1NC(=O)c1cc2sccc2n1Cc1ccc(F)cc1 | -24% | -8
Cc1ccc(-c2nnc(Nc3ccc(S(N)(=O)=O)cc3)c3ccccc23)cc1S(=O)(=O)N1CCOCC1 | -15% | -19
CCc1cc(C(=O)Nc2sc(C)c(CC)c2C#N)no1 | -2% | -10
CCCc1nc2ccccc2n2c(-c3ccccc3)c3c(=O)n(C)c(=O)n(C)c3c12 | -62%[inhibitor] | 2
COCCNC(=O)c1ccc2c(c1)N(Cc1c(F)cccc1Cl)C(=O)c1ccccc1S2 | -10% | 2
COc1ccc(Br)cc1C(=O)Nc1cccc2ccc(C)nc12 | i | -10
CC1=C(C(=O)NCc2cccc(F)c2)C2(CCCCC2)OC1=O | -23% | -10
CSc1ccc(/C=C/c2nc3ccccc3n2S(=O)(=O)c2ccc(Br)cc2)cc1 | -35% | -10
COc1cccc(CNC(=O)CN2C(=O)CCCc3ccccc32)c1OC | -21% | -10
Cc1ccc(NC(=O)Cn2cc(S(=O)(=O)c3ccc(F)cc3)c(=O)c3cc4c(cc32)OCO4)cc1 | -21% | 6
CC(C)(CC(=O)NCc1ccc(Cl)cc1Cl)CC1=NS(=O)(=O)c2ccccc2N1 | -39%[inhibitor] | 1
Cc1ccc(Cl)cc1NC(=O)CCCN1C(=O)CCn2nc(-c3cn(C)c4ccccc34)cc21 | -27% | -7
CS(=O)(=O)c1cccc(-c2nnc(NC(=O)c3ccc4c(c3)OCCO4)o2)c1 | i | -8
COC(=O)c1ccc(NC(=O)C(=O)NCCc2csc(-c3ccc(C(F)(F)F)cc3)n2)cc1 | i | 10
O=C(c1cc2ccc3cccnc3c2[nH]1)N1CCN(c2cccc(C(F)(F)F)c2)CC1 | -30% | -6
O=C(Nc1ccc(F)cc1)[C@@H](c1ccccc1)N1Cc2ccccc2C1=O | i | -6
Cc1cccc(NC(=O)Cn2c(=O)n(Cc3ccccc3)c(=O)c3sc4ccccc4c32)c1 | 27% | -9
COc1ccc(-c2cc(-c3ccccc3)nc3c2COc2ccc(F)cc2-3)cc1 | i | -11

The results go on.
SMILES | PTHR1 ag | D3 ag
CCOc1ccc(NC(=O)Cn2c(=O)cc(C)c3c(C)nn(-c4ccc(CC)cc4)c32)cc1 | -2% | -15
Cc1cc(NC(=O)c2cc(-c3ccc(Cl)cc3)on2)nn1Cc1ccc(Cl)cc1 | -92%[inhibitor] | 0
Cc1ccc(C(=O)NCC(c2ccco2)S(=O)(=O)c2ccc(Cl)cc2)cc1C (stereo unspecified) | -33%[inhibitor] | 8
CCOC(=O)c1c(NC(=O)c2cc(-c3ccc(OC)c(OC)c3)on2)sc2c1CCCC2 | i | 1
Cc1ccc2onc(CNC(=O)N(C)Cc3ccccc3)c2c1 | -17% | 7
COc1cc(CNc2ccc3c(c2)ncn3C(C)C)cc(OC)c1OC | i | -8
CC(C)c1ccc2oc(-c3cccc(NC(=O)c4ccc5c(c4)OCCO5)c3)nc2c1 | -11% | 6
O=C(c1cccs1)N1CCCc2cc(NS(=O)(=O)c3ccc(Br)cc3)ccc21 | -42%[inhibitor] | 4
CCOc1ccc(CCNC(=O)c2ccc3c(c2)c(C)c(C)n3Cc2ccccc2)cc1OCC | -21% | 3
CCOc1ccccc1NC(=O)c1c(NC(=O)COc2ccc(Cl)cc2)sc2c1CCCCC2 | -23% | 6
COc1cccc(NC(=O)CSc2nc3ccc(NC(=O)c4ccco4)cc3s2)c1 | -10% | 7
COc1ccc(C)cc1NC(=O)C1CCN(S(=O)(=O)c2c(C)noc2/C=C/c2ccco2)CC1 | -4% | -4
CCN(CC)S(=O)(=O)c1ccc2oc(C(=O)Nc3cc(C)ccc3OC)c(C)c2c1 | -24% | -3
O=C(CCc1cn(Cc2ccc(F)cc2)c2ccccc12)NCCc1ccc(Cl)cc1 | -52%[inhibitor] | -20
COc1cc(OC)c(NC(=O)COc2ccccc2-c2nnc(-c3ccccc3)o2)cc1Cl | i | -16
COc1ccccc1-c1nnc(SCC(N)=O)o1 | i | -6
CCc1nnc(SCc2nc(-c3cccc(Cl)c3)oc2C)c2cc3sc(C)cc3n12 | 9% | -13
COc1ccccc1CNC(=O)c1ccc(CSc2nc3ccncc3n2Cc2cccc(F)c2)cc1 | i | -23
COc1ccccc1NC(=O)C1=C(C)Nc2nc(SCc3ccccc3)nn2C1c1cccs1 (stereo unspecified) | i | 1
COC(=O)c1ccc(Oc2nc3c(c(=O)n(C)c(=O)n3C)n2Cc2ccc(Cl)c(Cl)c2)cc1 | i | -2
O=C(Nc1cccc(Cl)c1)N1CC2CCCN2c2ccccc21 (stereo unspecified) | i | -6
COc1ccc(Cl)cc1NC(=O)c1cn(C2CCCC2)c(=O)c2c1c1ccccc1n2C | i | -6
Cc1ccnc(NS(=O)(=O)c2ccc(NC(=O)c3cc(=O)c4ccc(C)c(C)c4o3)cc2)n1 | i | -6
CCC(=O)N1CCc2cc(Br)cc(S(=O)(=O)CCC(=O)NCc3cccc(OC)c3)c21 | i | -10
COC(=O)c1c(NC(=O)c2c(OC)cccc2OC)sc2c1CCCC2 | -44%[inhibitor] | 7

More structures.
SMILES | PTHR1 ag | D3 ag
CCOc1ccc(-n2c(C)nc3cc(C(=O)NCCC4=CCCCC4)ccc32)cc1 | -20% | -11
O=C(CN1C(=O)COc2ccc(S(=O)(=O)N3CCOCC3)cc21)N1CCN(c2ccc(F)cc2)CC1 | i | 0
Cc1ccc(-n2nc3c(=O)n(C(C)C(=O)O)nc(C)c3c2C)cc1 (stereo unspecified) | -16% | 2
COC(=O)c1ccc(NC(=O)CCn2cnnn2)c(C)c1 | i | 0
O=c1c2cc3c(cc2n(Cc2cccc(Cl)c2)c(=O)n1Cc1nc(-c2ccccc2)no1)OCO3 | -20% | 8
COc1ccc(N2CCN(C(=O)Cn3ncc4c3-c3cc(C)ccc3OC4)CC2)cc1 | -13% | -4
O=S(=O)(c1ccc(Cl)cc1)c1nnn2c1nc(NCc1cccs1)c1sccc12 | i | 13
C=Cc1ccc(Cn2c(C(=O)O)c(CNCCc3ccco3)c3ccc(C)cc32)cc1 | i | -5
O=C(Nc1ccc2c(c1)CCCN2C(=O)c1cccs1)c1ccccc1C(F)(F)F | i | 0
COc1ccc(NC(=O)C(=O)NCC(c2cccnc2)N2CCc3ccccc32)cc1OC (stereo unspecified) | -18% | 9
CCOC(=O)c1cccc(NS(=O)(=O)c2cn(C)c(C)n2)c1 | i | 0
CCC(C)c1ccc(OCC(=O)Nc2cccc3ccc(C)nc23)cc1 (stereo unspecified) | i | -1
CCOc1ccccc1NC(=O)c1ccc2c(Cl)c3c(nc2c1)CCCC3 | -22% | 10
CCN(CC)C(=O)c1sc2c(c1C)c(=O)n(-c1ccc(Cl)c(Cl)c1)c(=O)n2CC(=O)Nc1cccc(OC)c1 | 20% | 4
O=C(C1CCC1)N1CCCc2cc(S(=O)(=O)N3CCN(c4cccc(Cl)c4)CC3)ccc21 | i | -8
Cc1ccc(Cl)cc1NC(=O)c1csnn1 | 1% | 3
Cn1nnc2c(NCc3ccccc3)ncnc21 | 8% | -11
Cc1cc2n(n1)CCC(=O)N2Cc1ccc(C(=O)Nc2cc(Cl)ccc2C)cc1 | -14% | -13
CCCNC(=O)Cn1c(=O)cc(C)c2c(C)nn(-c3cccc(F)c3)c21 | -22% | 0
COc1ccc(OC)c(-c2nc3c(C#N)c[nH]n3c2NC2CCCCC2)c1 | -16% | -14
CCOC(=O)Cn1c(=O)n(CC2CCCO2)c2nc(-c3cc(OC)ccc3OC)nc(C(N)=O)c21 (stereo unspecified) | 25% | 0
Cc1nn2c(=O)cc(COC(=O)C(c3ccccc3)c3ccccc3)nc2s1 | i | 6
COCCCNC(=O)c1nn(-c2ccc(C)cc2)c(=O)n(C)c1=O | -5% | -5
CN1C(=O)c2ccccc2Sc2ccc(NC(=O)COc3ccccc3)cc21 | -85%[inhibitor] | -2
COc1ccc(CNC(=O)Cn2c(=O)oc3cc(S(=O)(=O)N4CCC(C)CC4)ccc32)cc1 | -3% | -3

(more compounds)
SMILES | PTHR1 ag | D3 ag
CCCCNC(=O)CSc1c2c(nc3ccc(Cl)cc13)CCCC2 | -79%[inhibitor] | -4
CN(C)c1ccc(CNC(=O)c2cccc(NC(=O)N3CCSc4ncccc43)c2)cc1 | -28% | 7
Cc1ccc(Cc2nc3ccccc3nc2SCC(=O)N2CCCCC2)cc1 | -38%[inhibitor] | -22
Cc1ccccc1NC(=O)CSc1nc2ccc(NC(=O)c3ccco3)cc2s1 | -12% | 2
CCCOc1cccc(C2c3c(oc4ccc(F)cc4c3=O)C(=O)N2CCc2ccc(OC)cc2)c1 (stereo unspecified) | -14% | 4
COc1ccc(NC(=O)CN2C(=O)CCn3nc(-c4cccn4C)cc32)cc1Cl | -17% | -8
CCOc1ccccc1NC(=O)CSc1c(C)cnc2c1c(=O)n(C)c(=O)n2C | i | 1
O=C(Nc1cnc(N2CCC(N3CCCCC3)CC2)c(C(=O)O)c1)c1ccc(Br)cc1 | -3% | 3
CCOc1ccc2c(c1)c(=O)c(C(=O)c1ccccc1)cn2Cc1ccccc1F | -25% | 7

An excerpt; count on the stated rates, not on these rows.
